NOD1 NF-kB reporter: NOD1 signaling inhibitors, primary screen, cell-based, luminescence, uHTS (AID 1578); NOD1-driven NF-kB luciferase reporter cells, luminescence; higher % means a stronger effect; inhibition, % at 4 µM; hits with a dose series show EC50 in µM; 290,000 tested, 1% active; in the data active = inhibition mostly above about 36%, no sharp cut-off; inactive = mostly below about 34%;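 also: HEK-293T reporter cells stimulated with the NOD1 agonist gamma-tri-DAP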
Dynein cargo inh: dynein cargo transport inhibition. 3617.4 mouse cells, GR-EGFP nuclear translocation imaging; test concentration mostly 20 µM; stimulated with dexamethasone, 1 µM; stronger effect = lower value. z-score, hits read low. 220,000 tested, 0.47% active. AID 1381;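 active = plate z-score of nuclear minus cytoplasmic receptor signal below a set negative limit, without overly bright fluorescence or cell loss, cut at about -3.5 in these data, passing the limit was not always enough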;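 also: z-score of nuclear minus cytoplasmic ring GR-EGFP intensity difference per well; some compounds called inactive have numbers as strong as hits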
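Schedule: 48 h induction, then 1 h compound, then 30 min agonist, 37 °C. Buffer or medium: tetracycline-free induction medium containing charcoal-stripped FBS. Reagent: 1.0 µM final dexamethasone stimulus. Evaluation: nuclear versus cytoplasmic GR-EGFP signal, averaged per well. Signal: high-content fluorescence imaging after fixation.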
KOR beta-arrestin-1: kappa opioid receptor blockers – cell-based, luminescence, uHTS (AID 1778); inhibition, % at 10 µM, or IC50 in µM where a hit was titrated; 290,000 tested, 0.091% active; KOR beta-arrestin recruitment, luminescence, antagonist mode; higher % means a stronger effect; also: strong numbers were not always called active
NOD2 inhibition: NOD2 signaling inhibitors, cell-based, luminescence, uHTS, HEK293 (AID 1566) | 290,000 tested, 0.63% active | inhibition, % at 4 µM; hits with a dose series show EC50 in µM | HEK293 NOD2/NF-kB luciferase reporter, luminescence; higher % means a stronger effect; also: many of its hits are not listed in these tables
M1AAP inhibition: P. falciparum M1AAP inhibitors, biochemical, fluorogenic H-Leu-NHMec substrate, 1536-well (AID 1445); recombinant M1AAP, H-Leu-NHMec fluorogenic kinetic assay; higher % means a stronger effect; inhibition, % at 30 µM, or IC50 in µM where a hit was titrated; 220,000 tested, 0.42% active;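 active = primary inhibition above the hit cutoff, then over 50% inhibition at one or more dose response concentrations, cut at about 23% in these data, passing the limit was not always enough; inconclusive = conflicting primary data, or primary hits not chosen for dose response; inactive = low primary inhibition, or under 50% at every dose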;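 also: plate controls were DMSO full reaction for no effect and no enzyme background for full effect; strong numbers were not always called active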
P. falciparum M17LAP: P. falciparum M17LAP inhibitors, primary screen, biochemical, fluorogenic H-Leu-NHMec substrate, 1536-well (AID 1619); recombinant M17LAP, H-Leu-NHMec fluorogenic kinetic assay; higher % means a stronger effect; 220,000 tested, 0.38% active; inhibition, % at 30 µM; hits with a dose series show IC50 in µM;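 active = compound inhibiting the enzyme by more than half at any dose during confirmatory dose-response retesting; inconclusive = strong single-dose inhibitors picked by rank but not retested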;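 also: plate controls were full reaction with DMSO carrier for no effect and no enzyme background for full effect; strong numbers were not always called active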
AID2073: disruptors of CaV2.2 binding to Mint1 – biochemical, HTRF (AID 2073); 290,000 tested, 0.19% active; HTRF protein-protein interaction, Mint1-CaV2.2; higher % means a stronger effect; inhibition, % at 20 µM, or IC50 in µM where a hit was titrated; in the data active = inhibition mostly above about 51%, no sharp cut-off; inconclusive = no clear call, values can overlap the other calls; inactive = mostly below about 53%; also: some results filed as inactive read as strong as hits
GPR55 activation: selective activators of receptor GPR55 – imaging, U2OS cells, beta-arrestin-GFP redistribution, primary screen (AID 1961); U2OS GPR55 beta-arrestin-GFP redistribution imaging; higher % means a stronger effect; one-dose activation, % at 10 µM; EC50 in µM for titrated hits; 290,000 tested, 0.048% active;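 active = activation above 40% with more than 50 cells counted in the well; inconclusive = wells holding fewer than 50 cells, flagged as toxic or sparse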;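 also: U2OS osteosarcoma cells stably expressing GPR55 and beta-arrestin-GFP; plate controls were DMSO negative control for no effect and LPI positive control for full effect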
KOR beta-arrestin-2: kappa opioid receptor activators – cell-based, luminescence, uHTS, primary screen (AID 1777); activation, % at 10 µM; hits with a dose series show EC50 in µM; KOR beta-arrestin recruitment, luminescence; higher % means a stronger effect; 280,000 tested, 0.02% active; in the data active = activation above about 50%, passing the limit was not always enough; also: a part of the inactive calls stands beside numbers as strong as those of hits
Dynein cargo inh cytoplasmic EGFP: second read-out of Dynein cargo inh, no call of its own (marks repeat the call); z-score; measured here: cytoplasmic GR-EGFP intensity; stronger effect = higher value
Dynein cargo inh nuclear GR-EGFP: recorded beside Dynein cargo inh, whose call it bears; z-score; measured here: nuclear GR-EGFP intensity;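 lower value marks the stronger effect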
Dynein cargo inh cell count: further read-out of Dynein cargo inh, marked with its call; z-score; measured here: cell count per field
Numbers without * were called inactive; ? = inconclusive; / = not tested or not shown; [ ] = remark or other dose. Rule as the data show it, unless noted: active = inhibition above about 50%; inactive = the rest. An excerpt (hit frequency here may not be typical).

canonical_smiles	NOD1 NF-kB reporter	Dynein cargo inh	Dynein cargo inh cytoplasmic EGFP	Dynein cargo inh nuclear GR-EGFP	Dynein cargo inh cell count	KOR beta-arrestin-1	NOD2 inhibition	M1AAP inhibition	P. falciparum M17LAP	AID2073	GPR55 activation	KOR beta-arrestin-2
C/C=C/c1ccc(OCCSc2nc(C)cc(=O)[nH]2)c(OC)c1	-12%	-0.84	-0.18	-0.2	0.4	1%	-17%	3%	3%	-8%	-0.1%	-3.8%
O=C1N(CC(=O)N2CCc3ccccc32)CCN1Cc1ccccc1Cl	-17%	-0.58	-0.064	0.092	1.3	-24%	-4%	0%	8%	-4%	-0.2%	6.0%
N#C/C(=N\Nc1ccccc1F)C(=N)N1CCCCC1	-55%	0.66	-0.25	0.86	0.69	14%	-64%	8%	8%	5%	-0.3%	-3.9%
c1ccc2c(NCCCN3CCOCC3)c3ccccc3nc2c1	-47%	-0.67	0.26	-0.11	-1.9	-2%[20 µM]	-35%	5%	-62%	-6%	0.1%	-2.5%
CCOC(=O)N1CCN(C(=O)CN(c2ccc(OC)c(OC)c2)S(C)(=O)=O)CC1	-20%	0.15	-0.21	0.92	-0.023	-30%	-11%	7%	2%	-13%	-0.1%	5.4%
CN(Cc1ccccc1)S(=O)(=O)c1ccc(Cl)c(C(=O)O)c1	-19%	1.6	-0.19	0.72	-0.67	0%	12%	-5%	-5%	4%	-0.6%	-2.0%
O=C(O)c1ccc2c(c1)CCC2	-17%	-1.4	-0.08	0.012	0.49	18%	26%	0%	2%	-14%	0.2%	-3.9%
COC(=O)c1cccc(NC(=O)CCCOc2cccc(C)c2)c1	-11%	0.23	-0.29	-0.19	-0.058	-19%	-6%	4%	4%	?	-0.1%	-8.8%
O=C(NCc1cccs1)C1CC1	-19%	-0.2	-0.2	0.31	-0.54	-5%	7%	-3%	-2%	-5%	-0.2%	5.7%
CCCc1c(C)c(C#N)c2nc3ccccc3n2c1NCCCN1CCOCC1	21%	-0.24	-0.18	-0.2	-0.0098	-8%	14%	2%	12%	3%	0.8%	6.6%
CCOC(=O)C1CCCN(CC(=O)Nc2c(C(=O)OC)[nH]c3ccc(C)cc23)C1 (stereo not drawn)	3%	-0.23	-0.19	-0.085	1.1	8%	-1%	4%	6%	2%	-0.2%	3.6%
COc1ccc(CNS(=O)(=O)c2cc(CN3C(=O)c4cccnc4C3=O)ccc2OC)cc1	-20%	/	/	/	/	-1%	-4%	/	/	-2%	-0.1%	1.1%
COC(=O)[C@@H]1[C@@H](C)N(Cc2ccccc2)C(=O)N[C@H]1c1cccc(C(F)(F)F)c1	4%	0.6	-0.8	0.43	-0.39	14%	26%	4%	16%	2%	-0.2%	1.9%
COCc1cc(CNC(=O)C2CCC(=O)N(Cc3ccccc3F)C2)[nH]n1 (stereo not drawn)	-44%	/	/	/	/	5%	-11%	/	/	8%	-0.1%	1.7%
COCCN1C(=O)N[C@@H](c2ccccc2)C(C(=O)OC)=C1C	-18%	0.28	-0.2	0.44	0.61	-23%	14%	4%	1%	-3%	-0.1%	2.5%
Cc1ccccc1C(=O)Nn1cnc2ccccc2c1=O	-36%	2	-0.023	1.6	-1.7	-40%	-14%	-5%	6%	-1%	-0.1%	-0.1%
Cc1cccc(N(C)C(=O)c2cc(S(=O)(=O)N3CCCC3)cn2C)c1	14%	/	/	/	/	-22%[20 µM]	11%	/	/	-1%	1.1%	-4.8%
C=CCN(C(=O)CC(NC(C)=O)c1ccccc1)c1nc(-c2ccc(S(C)(=O)=O)cc2)cs1 (stereo not drawn)	-10%	/	/	/	/	-14%	-4%	/	/	4%	-0.1%	-1.7%
O=C(O)[C@@H]1CC(O)CN1C(=O)CCc1c[nH]c2ccccc12 (stereo partly drawn)	-7%	/	/	/	/	2%	-9%	/	/	-2%	0.0%	-1.1%
N#C/C(=C\c1cccnc1)c1ccccn1	-6%	/	/	/	/	-7%	-4%	/	/	8%	-0.1%	2.1%
CCOc1ccc(N(CC(=O)Nc2cccc(OC)c2)S(=O)(=O)c2c(C)noc2C)cc1	5%	0.34	-0.1	0.54	-0.82	25%	18%	11%	-4%	1%	-0.3%	-3.1%
C[C@@H]1CN(C(=O)c2cc(COc3cccc(C(F)(F)F)c3)on2)C[C@H](C)O1	-40%	/	/	/	/	-11%	-51%	/	/	-1%	0.0%	4.4%
O=C(c1cc(COc2ccc(F)cc2Cl)on1)N1CCc2sccc2C1	-33%	/	/	/	/	-9%	22%	/	/	5%	-0.1%	0.2%
CCC(C(=O)NCCCN1CCN(C)CC1)n1nc(C)n2c(cc3occc32)c1=O (stereo not drawn)	-18%	/	/	/	/	-4%	5%	/	/	5%	0.3%	2.8%
O=C(CCN1C(=O)[C@@H]2Cc3ccccc3CN2C1=O)N[C@H](C(=O)O)c1ccccc1	-11%	/	/	/	/	-17%	11%	/	/	2%	-0.1%	-2.0%
O=C(Sc1nnc(-c2ccccc2)o1)N1c2ccccc2Sc2ccccc21	-37%	-3.5	0.31	-1.8	0.83	-2%	6%	9%	14%	2%	7.5%	-2.5%
Cc1c(CC(=O)NCCCCCC(=O)O)c(=O)oc2cc3occ(-c4ccccc4)c3cc12	-2%	/	/	/	/	-25%	-4%	/	/	8%	0.0%	12%
O=C(CSc1nnc(Cc2ccccc2)n1-c1ccccc1)N1CCOCC1	-8%	-0.46	-0.16	-0.16	-0.18	-15%	12%	1%	1%	-5%	0.0%	2.6%
Cc1ccccc1OCC(=O)NC(C)c1ccccc1 (stereo not drawn)	-13%	/	/	/	/	-9%	-6%	/	/	7%	0.4%	-0.3%
COC(=O)C(C(=O)OC)C(C)C(C(=O)OC)C(=O)OC	-5%	-0.16	1.4	0.28	0.18	-45%	9%	0%	5%	5%	0.2%	-0.3%
CCOCC(=O)Nc1nc2ccc(S(C)(=O)=O)cc2s1	-15%	0.84	0.24	0.8	-1.2	3%	-8%	1%	6%	-10%	0.0%	-1.9%
Cc1ccc(NCc2nnc(SCC(=O)N(Cc3ccccc3)C(C)(C)C)o2)c(C)c1	0%	-0.61	-0.23	-0.45	0.82	14%	-1%	6%	8%	2%	-0.1%	-2.3%
COc1cc(/C=N/NC(=O)c2nc(C)cc(C)n2)ccc1O	-36%	1.7	0.066	1.1	-1	-28%	-3%	16%	32%	-1%	0.0%	1.3%
CC(C)NC(=O)c1ccc(-c2ccc(Cl)c(C(F)(F)F)c2)o1	-12%	-0.24	-0.14	-0.011	0.55	-24%	13%	0%	4%	7%	-0.1%	2.7%
CC(=O)CCSc1ncnc2sc(-c3ccccc3)cc12	-76%	/	/	/	/	-21%	-124%	/	/	9%	0.0%	11%
COc1ccc2cc(C(=O)N3CCOCC3)sc(=O)c2c1OC	1%	-0.66	-0.41	-0.038	0.45	10%	13%	3%	11%	12%	-0.1%	-4.3%
Cc1cccc(N2CC(C(=O)Nc3nnc(SCC(=O)Nc4nccs4)s3)CC2=O)c1 (stereo not drawn)	-30%	-0.05	0.24	0.53	-1	-18%	8%	3%	-4%	-1%	0.4%	8.6%
C[n+]1cn(CC(O)COCc2ccccc2)c2ccccc21 (stereo not drawn)	-21%	-0.75	-0.14	0.027	-0.16	-25%	5%	16%	3%	10%	0.5%	4.7%
CC(C)Cn1c(N2CCN(C(=O)/C=C/c3ccccc3)CC2)nc2ccccc21	/	-0.81	-0.15	-0.3	0.46	-8%[20 µM]	/	1%	-3%	-5%	-0.1%	/
COc1ccc(CN2CCN(Cc3ccc(C)cc3)C(CCO)C2)cc1OC (stereo not drawn)	-3%	0.53	0.24	0.45	-1.5	-23%	0%	-1%	-2%	-7%	0.1%	-1.1%
Cc1ccc2[nH]c(=O)c(CNC(C)(C)C)cc2c1	12%	0.3	0.0085	0.36	0.21	29%	4%	15%	-4%	?	0.5%	2.7%
CC1C(=O)C(C)C(c2ccc3c(c2)OCO3)NC1c1ccc2c(c1)OCO2 (stereo not drawn)	6%	-0.3	-0.29	0.05	0.37	28%	12%	13%	19%	2%	-0.3%	-1.7%
Fc1cccc2sc(Nc3nc4c(F)cccc4s3)nc12	14%	-0.63	-0.2	-0.57	0.76	-72%	20%	4%	17%	33%	-0.2%	5.6%
CCOC(=O)C(Cc1ccc(N)cc1)N1C(=O)c2ccccc2C1=O (stereo not drawn)	-11%	/	/	/	/	-20%[20 µM]	-1%	/	/	-2%	-0.4%	2.4%
Cc1nn(C)c(C(=O)NNC(=S)Nc2ccc(Cl)cc2)c1[N+](=O)[O-]	4%	-0.33	-0.14	0.29	0.98	-8%	5%	12%	5%	-34%	-0.1%	-2.8%
COc1ccc(C(C(=O)NCC2CCCO2)N(C(=O)CNC(=O)c2ccco2)c2cc(C)ccc2C)cc1OC (stereo not drawn)	-10%	/	/	/	/	3%	6%	/	/	9%	/	-5.1%
Cc1nn(CC(=O)NCCc2ccc(Cl)cc2Cl)c(C)c1[N+](=O)[O-]	-9%	1.4	-0.25	0.58	-0.2	7%	-4%	3%	0%	13%	0.0%	-2.7%
COc1ccc(N=C2CCCN2CC(N)=O)cc1	-19%	0.62	-0.2	0.25	0.33	14%	4%	-3%	1%	6%	0.2%	0.4%
CCOc1ccc(-c2nnn(CC(=O)NCCc3c[nH]c4ccccc34)n2)cc1	-28%	-0.29	-0.23	-0.6	0.6	6%	-11%	3%	-1%	1%	0.0%	-0.7%
CCC(Sc1nc(N)c(NC(=O)c2ccc(OC)cc2)c(=O)[nH]1)C(=O)O (stereo not drawn)	-2%	0.65	-0.27	0.58	0.05	-19%	-9%	12%	9%	-4%	-0.1%	2.5%
